PMI inhibition = MPI inhibition at elevated mannose 6-phosphate – biochemical, fluorescence intensity, high mannose 6-phosphate, primary screen (AID 1220); recombinant PMI enzyme, coupled fluorescence intensity; higher % means a stronger effect; one-dose inhibition, % at 20 µM; IC50 in µM for titrated hits; 190,000 tested, 0.66% active; in the data active = inhibition above about 50%
P. falciparum M17LAP = P. falciparum M17LAP inhibitors, primary screen, biochemical, fluorogenic H-Leu-NHMec substrate, 1536-well (AID 1619) | recombinant M17LAP, H-Leu-NHMec fluorogenic kinetic assay; higher % means a stronger effect | 220,000 tested, 0.38% active | inhibition, % at 30 µM, or IC50 in µM where a hit was titrated;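 active = compound inhibiting the enzyme by more than half at any dose during confirmatory dose-response retesting; inconclusive = strong single-dose inhibitors picked by rank but not retested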;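 also: plate controls were full reaction with DMSO carrier for no effect and no enzyme background for full effect; strong numbers were not always called active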
Yfh1-off respiration = mitochondrial function rescue without frataxin homolog – Friedreich's ataxia, plus single-dose screen, dose response (AID 1465). S. cerevisiae Yfh1-off respiration, WST-1 reduction, 72 h; higher fold induction means a stronger effect. fold induction at 50 µM, or EC50 in µM where a hit was titrated. 220,000 tested, 0.074% active;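 active = fold induction of absorbance versus untreated yeast above a set limit, then at least 30% activation at any dose in follow-up; inconclusive = repeats straddling the limit, or above it without dose testing; inactive = fold induction below the set limit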;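 also: activators that raise dye reduction in frataxin-depleted yeast; strong numbers were not always called active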
CSM14.1 death rescue = protection against thapsigargin-triggered cell killing – 384-well, CSM14.1, ATP luminescence, primary screen (AID 1222); CSM14.1 thapsigargin-induced death rescue, ATP luminescence; higher % means a stronger effect; 190,000 tested, under 10 active; cellular ATP content (survival), % at 20 µM, or EC50 in µM where a hit was titrated;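 active = EC50 below 50 µM in the dose-response confirmation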;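 also: death triggered by thapsigargin at about 15 µM added after 2 h compound pretreatment; cell ATP read after overnight thapsigargin exposure of roughly 18 to 22 hours; normalized against plate controls of thapsigargin alone and 5% DMSO vehicle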
P. falciparum M1AAP = P. falciparum M1AAP inhibitors, biochemical, fluorogenic H-Leu-NHMec substrate, 1536-well (AID 1445). 220,000 tested, 0.42% active. one-dose inhibition, % at 30 µM; IC50 in µM for titrated hits. recombinant M1AAP, H-Leu-NHMec fluorogenic kinetic assay; higher % means a stronger effect;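 active = primary inhibition above the hit cutoff, then over 50% inhibition at one or more dose response concentrations, cut at about 23% in these data, passing the limit was not always enough; inconclusive = conflicting primary data, or primary hits not chosen for dose response; inactive = low primary inhibition, or under 50% at every dose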;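 also: plate controls were DMSO full reaction for no effect and no enzyme background for full effect; strong numbers were not always called active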
XIAP displacement = XIAP antagonists, biochemical, IAP family, fluorescence polarization (AID 1018); 200,000 tested, 0.007% active; displacement, % at 20 µM, or IC50 in µM where a hit was titrated; XIAP BIR domain, fluorescence polarization peptide displacement; higher % means a stronger effect; in the data active = displacement above about 50%; also: a part of the inactive calls stands beside numbers as strong as those of hits
West Nile antiviral = West Nile virus antiviral activity, cell-based, CPE readout (AID 1621). 290,000 tested, 0.02% active. CPE inhibition, % at 10 µM, or IC50 in µM where a hit was titrated. West Nile virus-infected cells, CPE inhibition; higher % means a stronger effect; in the data active = a potency from the dose series; inconclusive = CPE inhibition mostly from about 3.7% at the one dose, without a potency; inactive = the rest, 99 in 100 with CPE inhibition below about 2.2%; also: strong numbers were not always called active
PhoP inhibition = inhibitors of PhoP regulon expression, primary screen, Salmonella Typhimurium, GFP reporter (AID 1863); S. Typhimurium PhoP-regulated promoter GFP reporter, 4 h; higher % means a stronger effect; inhibition, % at 50 µM, or IC50 in µM where a hit was titrated; 300,000 tested, 0.16% active;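 active = inhibition over 29.93%, a cutoff 3 SD above the screen mean, later confirmed by dose response; inconclusive = inhibition over 29.93% but no dose response follow-up; inactive = inhibition at most 29.93% or unconfirmed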;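 also: 0% = low Mg2+ inducing control and 100% = high Mg2+ repressing control; strong numbers were not always called active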
SIAH1 antagonists = blockers of Siah-1 interaction with plectin peptide – biochemical, fluorescence polarization, rhodamine-plectin, uHTS, primary screen (AID 1817); 290,000 tested, 0.02% active; Siah-1 / rhodamine-plectin peptide fluorescence polarization; higher % means a stronger effect; displacement, % at 20 µM; hits with a dose series show IC50 in µM;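 active = displacement of at least 50% at 20 µM, with a fluorescence ratio check between 0.3 and a set limit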;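 also: plate controls were Siah plus tracer with DMSO for no effect and tracer alone without Siah for full effect; strong numbers were not always called active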
Numbers without * were called inactive; i = inactive; ? = inconclusive; . = no result given; ! = not active in a repeat.

SMILES	PMI inhibition	P. falciparum M17LAP	Yfh1-off respiration	CSM14.1 death rescue	P. falciparum M1AAP	XIAP displacement	West Nile antiviral	PhoP inhibition	SIAH1 antagonists
CCOC(=O)C1(O)CC(C)=NN1C(=O)c1cccc(Br)c1 (stereo unspecified)	-11%	-9%	i	.	0%	-1.2%	0.3%	5%	3%
COc1ccc(-c2nnc(Nc3ccc(CC(N)=O)cc3)c3ccccc23)cc1	1%	-4%	i	-2.5%	6%	-8.0%	0.0%	-7%	-4%
CC(C)OP(=O)(OC(C)C)C(Nc1ccccc1)c1ccc2c(c1)OCO2 (stereo unspecified)	-9%	-6%	i	0.7%	2%	2.7%	0.4%	9%	4%
CCC(C)N1CC23C=CC(O2)C(C(=O)OCc2ccccc2)C3C1=O (stereo unspecified)	-10%	0%	i	2.2%	4%	-4.6%	0.3%	0%	5%
COc1cc(NC(=S)N2CCN(c3ccccn3)CC2)cc(OC)c1OC	18%	4%	i	-1.1%	5%	-6.7%	-0.5%	-7%	0%
CS/C(=N\S(=O)(=O)c1cccs1)Nc1cccc(Cl)c1C	-6%	9%	i	-0.7%	-1%	-2.4%	-1.0%	0%	0%
O=C(CCCC(=O)NC1CCCC1)NC1CCCC1	3%	9%	i	-1.2%	-1%	-9.2%	0.9%	-2%	4%
O=C(CCc1c[nH]c2ccccc12)N=Nc1c(O)[nH]c2ccccc12	2%	7%	i	0.0%	7%	-1.3%	1.0%	-4%	4%
O=C(COC(=O)COc1ccccc1[N+](=O)[O-])NC1CCCC1	-5%	10%	i	-1.2%	3%	-2.2%	-0.6%	-7%	2%
Clc1cncc(Cl)c1NNc1c2ccccc2nc2ccccc12	-122%	-55%	i	-1.1%	9%	-6.6%	0.4%	26%	-2%
COc1ccc2c(C(=O)CN3CCN(CCO)CC3)c[nH]c2c1	5%	7%	i	0.4%	0%	-5.7%	0.1%	6%	-1%
O=C(c1ccccc1Br)N1CCN(c2ccc([N+](=O)[O-])c(N3CCOCC3)c2)CC1	16%	2%	i	0.2%	20%	-3.8%	-0.2%	-3%	2%
Cc1cc2ncn(CCC(=O)NC3CCCC3)c2cc1C	0%	69%	i	.	1%	-10%	1.5%	-8%	-4%
CCOC(=O)c1cc(NC(=O)SCC(=O)O)c(C)nc1C	-6%	9%	i	.	6%	-0.9%	0.2%	1%	-2%
Cc1csc(NC(=O)C2CCN(C(=O)c3ccccc3C)CC2)n1	-2%	8%	i	0.7%	7%	-5.8%	-0.2%	3%	-7%
C/C(=N\NC(=O)c1cccc(S(=O)(=O)Nc2ccccc2Cl)c1)c1ccc(-n2ccnc2)cc1	-67%	10%	i	-1.8%	7%	-5.0%	0.6%	4%	2%
COc1ccc(N2CCN(C(=O)CSc3nnc4c(C)cc5ccc(C)c(C)c5n34)CC2)cc1	10%	11%	i	0.0%	8%	-2.9%	-1.2%	-1%	5%
Nc1ccc(C#Cc2ccccc2)cc1	1%	-9%	i	0.6%	8%	-5.3%	0.2%	-5%	2%
N#CC1=C(N)Oc2c(sc3ccccc23)C1c1ccco1 (stereo unspecified)	53%*	1%	i	-1.3%	11%	1.9%	-0.2%	-14%	0%
CCCCn1c(=N)n(CC(=O)c2ccc([N+](=O)[O-])cc2)c2ccccc21	-80%	-2%	i	-1.0%	-1%	-5.4%	-1.0%	?	-3%
O=C(CSc1nnc(-c2ccco2)c(-c2ccco2)n1)Nc1ccccc1	38%	?	i	-1.5%	98µM*!	-2.5%	1.2%	-10%	2%
Cn1c(/C=C/N(Cc2ccccc2)c2ccccc2)c([N+](=O)[O-])c(=O)n(C)c1=O	-32%	7%	i	2.4%	3%	-3.6%	-1.3%	-3%	-4%
COc1ccc(OC)c(-c2nc3cc4ccccc4cc3nc2-c2ccccc2)c1	10%	16%	i	-1.1%	10%	0.0%	0.2%	7%	4%
CC(C)(C)c1[nH]nc2c1C(Cc1ccccc1)C(C#N)=C(N)O2 (stereo unspecified)	18%	39%	i	.	0%	0.8%	0.5%	-3%	3%
Cc1cc(C(F)(F)F)nn1Cc1n[nH]c(=S)n1Cc1ccccc1	10%	13%	i	-0.8%	-2%	-0.6%	-0.8%	0%	0%
Next part
SMILES	PMI inhibition	P. falciparum M17LAP	Yfh1-off respiration	CSM14.1 death rescue	P. falciparum M1AAP	XIAP displacement	West Nile antiviral	PhoP inhibition	SIAH1 antagonists
CCN(CC)C(=O)CSC1=Nc2ccccc2C2=NC(Cc3c[nH]c4ccccc34)C(=O)N12 (stereo unspecified)	-4%	6%	i	-0.4%	10%	-5.5%	0.1%	-1%	2%
CCSc1nc(-c2ccccc2)c(C#N)c(=O)[nH]1	2%	3%	i	-0.4%	-8%	-1.5%	0.0%	-8%	-3%
Cc1ccc(SCC(=O)N(C)C2CCS(=O)(=O)C2)cc1 (stereo unspecified)	4%	-3%	i	2.3%	2%	-3.6%	-0.3%	-7%	-7%
C=CCn1c(SCC(=O)N2CC(=O)Nc3ccccc32)nc2scc(-c3cccs3)c2c1=O	7%	-4%	i	-1.5%	3%	-15%	2.1%	4%	-2%
CC(=O)NC1=NN(C(C)=O)C(c2cccc([N+](=O)[O-])c2)S1 (stereo unspecified)	-10%	8%	i	-1.1%	1%	0.8%	-0.1%	3%	0%
COc1ccc(C(=O)/C=C/N2CCCCC2)cc1OC	-4%	37%	i	-0.9%	13%	-6.9%	-0.1%	6%	-3%
CN1C(=O)N(C)C2(c3ccccc3)Nn3c(s/c(=C/c4ccco4)c3=O)=NC12c1ccccc1 (stereo unspecified)	-17%	-2%	i	5.7%	1%	-5.6%	1.1%	-2%	-9%
CCC(C)N=CC1=C(O)C(C(=O)OC)C(C)(C)CC1=O (stereo unspecified)	-2%	0%	i	-4.6%	6%	-10%	0.1%	-3%	1%
C=CCNS(=O)(=O)c1cccc2cc(C(=O)O)c(O)cc12	13%	-26%	i	-0.9%	17%	-0.9%	0.4%	-3%	2%
CC1CCN(S(=O)C23CC4CC(CC(C4)C2)C3)CC1 (stereo unspecified)	.	0%	i	4.0%	-3%	-6.1%	-0.2%	10%	2%
CCNC(=S)NNC(=O)c1csc(C)c1	-13%	10%	i	-1.1%	0%	-4.4%	0.7%	-15%	-5%
O=C(COc1cc(O)c2c(=O)cc(-c3ccccc3)oc2c1)c1ccc(F)cc1	-2%	0%	i	-1.0%	-2%	-9.9%	0.0%	4%	2%
CCN1CCCC1CNC(=O)CCc1nc(-c2ccc(C)cc2)no1 (stereo unspecified)	4%	6%	i	-0.3%	5%	-2.5%	-0.4%	-6%	2%
CCOC(=O)c1cccc(NC(=O)c2ccc(N(C)C)cc2)c1	-4%	5%	i	-1.4%	9%	-5.3%	-0.1%	-18%	-5%
CCOc1ccc2nc(NC(=O)Nc3ccccc3)sc2c1	-1%	0%	i	-3.0%	1%	-5.5%	0.2%	1%	-2%
CCOC(=O)c1cccc(S(=O)(=O)N(CCO)Cc2cc3cc(OC)ccc3[nH]c2=O)c1	0%	6%	i	0.4%	6%	-5.7%	-0.2%	-9%	2%
CC(Oc1ccc(Cl)cc1Cl)c1ccnc2nc(N3CCOCC3)nn12 (stereo unspecified)	4%	9%	i	-0.7%	14%	-4.8%	-0.9%	-6%	1%
COc1ccc(-c2nnn(CC(=O)NCc3cccs3)n2)cc1OC	12%	-6%	i	-2.5%	1%	-0.3%	-1.1%	3%	-3%
O=C(Nn1c(O)c(C=C2N=c3ccccc3=N2)sc1=S)c1ccccc1Cl	-20%	10%	i	-1.5%	15%	-3.3%	0.5%	-21%	-8%
CCCCSc1nnc(-c2ccc(NC(=O)CCc3ccccc3)cc2)n1C	-11%	14%	i	-3.1%	6%	1.3%	-0.7%	-7%	4%
COc1cccc(C(=O)NC(C)C(c2cccs2)N2CCN(C)CC2)c1 (stereo unspecified)	7%	-11%	i	-1.7%	-1%	-1.3%	-0.1%	-8%	7%
CC1CN(Cc2ccccn2)CCC1=O (stereo unspecified)	-9%	-6%	i	-0.1%	2%	-2.6%	0.1%	-6%	-8%
Cc1ccc2nc(C)c(C(=O)N/N=C/c3ccc(N4CCOCC4)cc3)cc2c1	-4%	6%	i	-0.7%	11%	-5.1%	0.2%	2%	4%
Cc1ccc2nc(SCC(=O)Nc3c(F)cccc3F)[nH]c2c1	3%	8%	i	-0.3%	4%	4.5%	-0.1%	-2%	0%
CN(C)/C=N/c1c(C#N)cnn1C	1%	-2%	i	-0.3%	10%	-4.0%	0.7%	6%	8%
The list continues:
SMILES	PMI inhibition	P. falciparum M17LAP	Yfh1-off respiration	CSM14.1 death rescue	P. falciparum M1AAP	XIAP displacement	West Nile antiviral	PhoP inhibition	SIAH1 antagonists
FC(F)Oc1ccc(-n2cc(-c3ccccc3)[n+]3c2CCCCC3)cc1	.	-4%	i	.	-3%	.	3.0%	2%	-3%
CCCn1c(S(=O)(=O)O)nc2ccccc21	.	3%	i	.	0%	.	0.1%	0%	5%
C#CCn1c(=NC(=O)CN2C(=O)CCC2=O)sc2cc(S(N)(=O)=O)ccc21	4%	14%	i	-0.6%	9%	-7.9%	-0.2%	-2%	2%
CS(=O)(=O)N(CC(=O)N1CCc2ccccc2C1)Cc1ccc(Cl)cc1	6%	-12%	i	4.9%	5%	-3.3%	-0.7%	-6%	-3%
COc1ccccc1N=C1SC(C)CN1C(=O)C1CCC1 (stereo unspecified)	-14%	-3%	i	1.3%	-1%	-2.0%	0.2%	11%	0%
O/N=C1/C2C3C(Br)C4C5CC(C1C53)C24 (stereo unspecified)	5%	5%	i	0.9%	-4%	-0.4%	0.2%	1%	15%
CC(C)C(OC(=O)c1ccco1)C(=O)NCc1ccco1 (stereo unspecified)	10%	-6%	i	-2.3%	3%	-3.3%	-0.1%	0%	11%
O=C(c1cccc(N2C(=O)C3C4C=CC(C4)C3C2=O)c1)N1CCN(c2ccccc2)CC1 (stereo unspecified)	-2%	2%	i	-1.3%	6%	-1.5%	-0.8%	1%	9%
O=C(COC(=O)Cn1cnc2ccccc21)NCCC1=CCCCC1	-6%	6%	i	3.0%	-1%	-7.0%	0.6%	4%	7%

3 compounds drawn at random from those above:
SMILES	PMI inhibition	P. falciparum M17LAP	Yfh1-off respiration	CSM14.1 death rescue	P. falciparum M1AAP	XIAP displacement	West Nile antiviral	PhoP inhibition	SIAH1 antagonists
Clc1cncc(Cl)c1NNc1c2ccccc2nc2ccccc12	-122%	-55%	i	-1.1%	9%	-6.6%	0.4%	26%	-2%
CCOC(=O)c1cccc(NC(=O)c2ccc(N(C)C)cc2)c1	-4%	5%	i	-1.4%	9%	-5.3%	-0.1%	-18%	-5%
CN1C(=O)N(C)C2(c3ccccc3)Nn3c(s/c(=C/c4ccco4)c3=O)=NC12c1ccccc1 (stereo unspecified)	-17%	-2%	i	5.7%	1%	-5.6%	1.1%	-2%	-9%
